Screens deposited in PubChem by several laboratories.
HRas wt GTP = modulators of GTP binding to HRas wildtype, primary screen, biochemical, bead-based flow cytometry, multiplex. GTP binding activity, % at 10 µM. GST-Ras wt beads, Bodipy-FL-GTP binding; actives lie on both sides. GTPase HRas (Homo sapiens), P01112. 190,000 tested, 0.14% active;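 active = GTP binding activity at least 20% away from the 100% baseline, either lowered as inhibitor or raised as activator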;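 also: 0% = unlabeled GTP competition control and 100% = no-compound control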
ABCG2 block = ABCG2 efflux pump inhibitors, primary screen, multiplex with ABCB1, IgMXP3 cells, flow cytometry; JC-1 efflux; AID 1325, 2008; 190,000 tested, 0.1% active; inhibition, % at 6.6 µM; Broad substrate specificity ATP-binding cassette transporter ABCG2 (Homo sapiens), Q9UNQ0;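 active = inhibition above 80%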;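 also: 0% = DMSO and 100% = nicardipine control wells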
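Read-out basis: Efflux inhibition in percent versus controls | Test system: ABCG2 IgMXP3 and barcoded ABCB1 CCRF-Adr cell mix | Quantity: 3 million cells/mL in well | Schedule: 10 min at 25 °C | Control set: Nicardipine as high control, DMSO as low control | Reagent: JC-1 as fluorescent efflux pump substrate | Signal: Flow cytometry of retained JC-1 fluorescence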
Avidin fluor = green autofluorescence of compounds with avidin beads – biophysical, 488/530 nm, flow cytometry, artefact control, profiling panel. compound fluorescence 488/530 nm; active compounds read high. fluorescence (KMESF) at 10 µM. 220,000 tested, 0.38% active. AID 1775, 2009; in the data active = fluorescence above about 47; also: inactives centre near 10
Rac1 mut GTP = GTP binding modulators of activated mutant Rac1, primary screen, biochemical, bead-based flow cytometry, multiplex, fluorescent GTP; Ras-related C3 botulinum toxin substrate 1 (Homo sapiens), P63000; GST-Rac1 activated beads; actives lie on both sides; 100% means binding = to untreated wells; percent activity (GTP binding), % at 10 µM; 190,000 tested, 0.11% active; AID 764, 2007;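 active = GTP binding at least 20 percentage points away from the 100% baseline, in either direction, so actives lie on both sides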
Pf gametocyte = late stage P. falciparum gametocyte viability inhibitors, primary screen, ATP luminescence, HTS | P. falciparum stage V gametocytes, 24 h | inhibition, % at 10.9 µM | 150,000 tested, 0.065% active | AID 743093, 2013;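 active = inhibition above the mean plus 3 SD of compounds within the control limits, set per campaign, cut at about 38% in these data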;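 also: 0% = DMSO wells and 100% = medium only without gametocytes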
Rac1 wt GTP bind = wildtype Rac1 GTP binding modulators, primary screen, biochemical, GST-Rac1 beads, flow cytometry, multiplex; Ras-related C3 botulinum toxin substrate 1 (Homo sapiens), P63000; fluorescent GTP binding; actives lie on both sides; 0 = cold GTP competed, 100 = untreated; GTP binding activity (% of control), % at 10 µM; 190,000 tested, 0.27% active; AID 757, 2007;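 active = GTP binding activity at least 20 points away from the 100% control level, either lower or higher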
ABCB1 inh = ABCB1 efflux pump inhibitors, primary screen, cell-based, multiplex, flow cytometry, ABCG2 counter-screen; 190,000 tested, 0.067% active; ATP-dependent translocase ABCB1 (Homo sapiens), P08183; CCRF-Adr cells, JC-1 efflux; inhibition, % at 6.6 µM; in the data active = inhibition above about 40%;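 also: 0% = vehicle and 100% = reference inhibitor; higher value means more JC-1 retained so stronger ABCB1 efflux block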
Target sequence (P08183 whole entry, looked up): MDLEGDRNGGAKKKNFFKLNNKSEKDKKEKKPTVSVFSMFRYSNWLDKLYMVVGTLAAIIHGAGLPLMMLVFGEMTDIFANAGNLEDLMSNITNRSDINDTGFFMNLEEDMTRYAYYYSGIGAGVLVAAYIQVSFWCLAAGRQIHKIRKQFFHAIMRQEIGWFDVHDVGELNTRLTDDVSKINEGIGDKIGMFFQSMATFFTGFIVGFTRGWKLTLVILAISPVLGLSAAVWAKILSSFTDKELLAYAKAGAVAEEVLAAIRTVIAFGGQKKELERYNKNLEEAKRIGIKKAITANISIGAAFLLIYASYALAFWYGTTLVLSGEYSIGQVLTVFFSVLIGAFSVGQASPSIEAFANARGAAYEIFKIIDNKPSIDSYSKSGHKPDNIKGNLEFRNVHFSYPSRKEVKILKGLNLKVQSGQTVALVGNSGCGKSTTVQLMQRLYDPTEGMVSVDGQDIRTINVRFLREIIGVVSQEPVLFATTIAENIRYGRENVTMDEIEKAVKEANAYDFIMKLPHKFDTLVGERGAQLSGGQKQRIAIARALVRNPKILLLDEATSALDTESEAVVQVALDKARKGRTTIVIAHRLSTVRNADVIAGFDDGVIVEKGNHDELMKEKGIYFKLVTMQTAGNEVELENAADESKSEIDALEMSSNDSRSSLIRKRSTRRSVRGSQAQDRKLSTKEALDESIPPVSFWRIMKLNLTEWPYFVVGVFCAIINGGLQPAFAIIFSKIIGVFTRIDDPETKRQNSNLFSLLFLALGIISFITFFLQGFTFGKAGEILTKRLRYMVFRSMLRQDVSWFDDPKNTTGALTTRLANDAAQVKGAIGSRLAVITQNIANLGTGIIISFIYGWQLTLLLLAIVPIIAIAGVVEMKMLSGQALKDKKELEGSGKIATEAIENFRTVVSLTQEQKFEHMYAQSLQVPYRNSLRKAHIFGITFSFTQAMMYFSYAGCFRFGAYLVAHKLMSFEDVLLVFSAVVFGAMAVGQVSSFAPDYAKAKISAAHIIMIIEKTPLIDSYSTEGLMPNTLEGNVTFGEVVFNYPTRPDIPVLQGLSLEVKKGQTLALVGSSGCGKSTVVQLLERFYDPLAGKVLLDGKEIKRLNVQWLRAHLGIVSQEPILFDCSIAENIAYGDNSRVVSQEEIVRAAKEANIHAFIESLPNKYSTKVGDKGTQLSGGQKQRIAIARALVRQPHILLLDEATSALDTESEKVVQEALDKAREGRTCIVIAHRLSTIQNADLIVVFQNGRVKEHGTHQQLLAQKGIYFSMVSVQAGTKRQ
Mcl1-Noxa inh = Mcl-1/Noxa binding inhibitors, primary screen, biochemical, TR-FRET, 1536-well | 220,000 tested, 1.5% active | Induced myeloid leukemia cell differentiation protein Mcl-1 (Homo sapiens), Q07820 | TR-FRET Mcl-1/Noxa peptide binding, 2 h | inhibition, % at 21.7 µM | AID 1022, 2008;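 active = compounds that cut the protein-peptide binding signal by more than 50% relative to plate controls in a single-dose test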;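 also: His-tagged Mcl-1 with rhodamine Noxa BH3 peptide and terbium anti-His antibody; 0% = Mcl-1 plus Noxa peptide wells and 100% = peptide-only wells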
Cdc42 wt = modulators of GTP binding to wildtype Cdc42, primary screen, biochemical, multiplex bead flow cytometry, Bodipy-GTP; AID 761, 2007; GST-Cdc42 beads; actives lie on both sides; percent activity (GTP binding), % at 10 µM; 190,000 tested, 0.2% active;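 active = percent activity GTP binding at least 20 points away from the 100% baseline, either down as inhibitor or up as activator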;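 also: median bead fluorescence of bound Bodipy-FL-GTP at 100 nM; 0% = excess unlabeled GTP control and 100% = no compound control; below 100% means less GTP binding so inhibitor and above means activator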
Rab2 wt GTP = modulators of GTP binding to Rab2A wildtype, primary screen, biochemical, dog, bead-based flow cytometry, multiplex; Ras-related protein Rab-2A (Canis lupus familiaris), P61105; GST-Rab2 wt beads, Bodipy-GTP binding; GTP binding activity, % at 10 µM; 190,000 tested, 0.19% active;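 active = GTP binding activity at least 20 points away from 100%, either lowered or raised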;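 also: 0% = beads with excess unlabeled GTP and 100% = no-compound control corrected for plate trend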
Rab7 wt GTP bind = modulators of GTP binding to Rab7, primary screen, biochemical, wildtype, multiplex bead flow cytometry; Rab7 GTPase wild type (dog), Bodipy-FL-GTP binding; GST-Rab7 beads, fluorescent GTP binding; actives lie on both sides; untreated = 100%, excess cold GTP = 0%; GTP binding activity (percent of control), % at 10 µM; 190,000 tested, 0.055% active; AID 758, 2007;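 active = fluorescent GTP binding to Rab7 beads changed by at least 20 points from the 100% baseline, either direction, mostly lower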;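 also: median green fluorescence of bound Bodipy-FL-GTP per Rab7 bead population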
Starred values were filed as active, the others as inactive.

What do the screens show for `CCOC(=O)N1CCN(C(=S)Nc2ccc(C)cc2)CC1`?
HRas wt GTP: 103; ABCG2 block: 0; Avidin fluor: 2; Rac1 mut GTP: 101; Rac1 wt GTP bind: 109; ABCB1 inh: 0.2; Mcl1-Noxa inh: 4; Cdc42 wt: 105; Rab2 wt GTP: 102; Rab7 wt GTP bind: 101

How did COCCCNCCOCCOc1ccccc1-c1ccccc1 do in these assays?
HRas wt GTP: 104; ABCG2 block: 0; Avidin fluor: 5; Rac1 mut GTP: 106; Pf gametocyte: 13; Rac1 wt GTP bind: 106; ABCB1 inh: 0.3; Mcl1-Noxa inh: 20; Cdc42 wt: 104; Rab2 wt GTP: 107; Rab7 wt GTP bind: 103

How did CC1=NN(C(=O)c2nn(C)cc2Br)C(O)(C(F)(F)F)C1 (stereo not given) do in these assays?
HRas wt GTP: 103; ABCG2 block: -2; Avidin fluor: 8; Rac1 mut GTP: 101; Pf gametocyte: 14; Rac1 wt GTP bind: 104; ABCB1 inh: -0.2; Mcl1-Noxa inh: -10; Cdc42 wt: 103; Rab2 wt GTP: 101; Rab7 wt GTP bind: 98

What do the screens show for `Cc1cc(Nc2c(C)cccc2C)n2nc(C)nc2n1`?
HRas wt GTP: 95; ABCG2 block: 1; Avidin fluor: 5; Rac1 mut GTP: 98; Rac1 wt GTP bind: 100; ABCB1 inh: 0.2; Mcl1-Noxa inh: 6; Cdc42 wt: 96; Rab2 wt GTP: 97; Rab7 wt GTP bind: 98

How did CCN1C(=O)/C(=C2\C=Cc3cc(C)ccc3N2CC)OC1=S do in these assays?
HRas wt GTP: 101; ABCG2 block: 0; Avidin fluor: 7; Rac1 mut GTP: 101; Rac1 wt GTP bind: 107; ABCB1 inh: 0.3; Mcl1-Noxa inh: -5; Cdc42 wt: 103; Rab2 wt GTP: 102; Rab7 wt GTP bind: 100

How did CCc1ccc(N2CC(C(=O)Nc3nnc(CC)s3)CC2=O)cc1 (stereo not given) do in these assays?
HRas wt GTP: 102; ABCG2 block: 41; Avidin fluor: 27; Rac1 mut GTP: 98; Rac1 wt GTP bind: 107; ABCB1 inh: 1.0; Mcl1-Noxa inh: -4; Cdc42 wt: 98; Rab2 wt GTP: 101; Rab7 wt GTP bind: 100

Results for O=S1(=O)CC(O)C(NCc2ccco2)C1 (stereo not given) ?
HRas wt GTP: 102; ABCG2 block: -7; Avidin fluor: 18; Rac1 mut GTP: 101; Pf gametocyte: -8; Rac1 wt GTP bind: 106; ABCB1 inh: 0.7; Mcl1-Noxa inh: 3; Cdc42 wt: 103; Rab2 wt GTP: 101; Rab7 wt GTP bind: 100

Results for COc1cc(C(=O)NNC2=NC(C)(C)Cc3cc(C)c(C)cc32)cc(OC)c1OC ?
HRas wt GTP: 98; ABCG2 block: 7; Avidin fluor: 16; Rac1 mut GTP: 100; Pf gametocyte: 3; Rac1 wt GTP bind: 103; ABCB1 inh: 2.7; Mcl1-Noxa inh: -12; Cdc42 wt: 102; Rab2 wt GTP: 99; Rab7 wt GTP bind: 98

What do the screens show for `COc1ccc(-c2nc(N)ncc2-c2csc(C)n2)c(O)c1`?
HRas wt GTP: 96; ABCG2 block: 2; Avidin fluor: 15; Rac1 mut GTP: 94; Rac1 wt GTP bind: 96; ABCB1 inh: 0.5; Mcl1-Noxa inh: 40; Cdc42 wt: 97; Rab2 wt GTP: 94; Rab7 wt GTP bind: 96

What do the screens show for `COc1cc(/C=N/Nc2ccc(Cl)c(C(=O)O)c2)ccc1OC(=O)c1cccs1`?
HRas wt GTP: 97; ABCG2 block: -3; Avidin fluor: 8; Rac1 mut GTP: 91; Rac1 wt GTP bind: 98; ABCB1 inh: -1.0; Mcl1-Noxa inh: 26; Cdc42 wt: 100; Rab2 wt GTP: 98; Rab7 wt GTP bind: 105

What do the screens show for `O=C1c2ccccc2C(Nc2ccc(S(=O)(=O)N3CCCCCC3)cc2)N1c1ccccn1` (stereo not given)?
HRas wt GTP: 100; ABCG2 block: 2; Avidin fluor: 6; Rac1 mut GTP: 100; Rac1 wt GTP bind: 110; ABCB1 inh: 1.9; Mcl1-Noxa inh: 11; Cdc42 wt: 101; Rab2 wt GTP: 100; Rab7 wt GTP bind: 98

Results for CO/N=C/c1c(C(=O)OC)nn(-c2ccccc2)c1Cl ?
HRas wt GTP: 97; ABCG2 block: 13; Avidin fluor: 11; Rac1 mut GTP: 96; Pf gametocyte: 19; Rac1 wt GTP bind: 95; ABCB1 inh: 2.3; Mcl1-Noxa inh: -14; Cdc42 wt: 96; Rab2 wt GTP: 99; Rab7 wt GTP bind: 100

What do the screens show for `CN(/N=C/c1ccc2c(c1)OCO2)c1ccccc1`?
HRas wt GTP: 102; ABCG2 block: 10; Avidin fluor: 6; Rac1 mut GTP: 100; Pf gametocyte: 5; Rac1 wt GTP bind: 103; ABCB1 inh: 0.3; Mcl1-Noxa inh: 11; Cdc42 wt: 101; Rab2 wt GTP: 102; Rab7 wt GTP bind: 103

What do the screens show for `Brc1cccc(C2CC(c3ccccc3)n3nnnc3N2)c1` (stereo not given)?
HRas wt GTP: 93; ABCG2 block: 7; Avidin fluor: 31; Rac1 mut GTP: 90; Pf gametocyte: -16; Rac1 wt GTP bind: 91; ABCB1 inh: 1.3; Mcl1-Noxa inh: 18; Cdc42 wt: 92; Rab2 wt GTP: 91; Rab7 wt GTP bind: 92

Results for Cn1c(O)c(N=NC(=O)CNC(=O)c2ccco2)c2ccccc21 ?
HRas wt GTP: 100; ABCG2 block: 15; Avidin fluor: 11; Rac1 mut GTP: 100; Pf gametocyte: -3; Rac1 wt GTP bind: 104; ABCB1 inh: 0.6; Mcl1-Noxa inh: -11; Cdc42 wt: 102; Rab2 wt GTP: 100; Rab7 wt GTP bind: 98

Results for O=C(NCCSCc1ccccc1)c1ccc(F)cc1 ?
HRas wt GTP: 98; ABCG2 block: 9; Avidin fluor: 10; Rac1 mut GTP: 97; Pf gametocyte: -21; Rac1 wt GTP bind: 100; ABCB1 inh: 0.8; Mcl1-Noxa inh: 13; Cdc42 wt: 100; Rab2 wt GTP: 97; Rab7 wt GTP bind: 100

How did Cc1ccc(NC(=O)COC(=O)c2cc(Cl)cc(Cl)c2)c(Br)c1 do in these assays?
HRas wt GTP: 101; ABCG2 block: 4; Avidin fluor: 14; Rac1 mut GTP: 101; Pf gametocyte: -5; Rac1 wt GTP bind: 106; ABCB1 inh: 0.2; Mcl1-Noxa inh: 16; Cdc42 wt: 102; Rab2 wt GTP: 101; Rab7 wt GTP bind: 95

How did CCOc1ccc(CCNC(=O)Cn2cccc2C(=O)c2ccccc2C)cc1OCC do in these assays?
HRas wt GTP: 101; ABCG2 block: 22; Avidin fluor: 15; Rac1 mut GTP: 102; Pf gametocyte: -6; Rac1 wt GTP bind: 102; ABCB1 inh: 2.7; Mcl1-Noxa inh: -13; Cdc42 wt: 102; Rab2 wt GTP: 100; Rab7 wt GTP bind: 101

What do the screens show for `Cc1ccc(CNC(=O)C2CCC(CNc3c(N4CCOCC4)c(=O)c3=O)CC2)cc1` (stereo not given)?
HRas wt GTP: 96; ABCG2 block: 0; Avidin fluor: 1; Rac1 mut GTP: 98; Rac1 wt GTP bind: 104; ABCB1 inh: 0.3; Mcl1-Noxa inh: -3; Cdc42 wt: 97; Rab2 wt GTP: 97; Rab7 wt GTP bind: 96

What do the screens show for `CC1(C)C2CCC1(CS(=O)(=O)Nc1ccc(S(=O)(=O)N3CCCC3)cc1)C(=O)C2` (stereo not given)?
HRas wt GTP: 102; ABCG2 block: 21; Avidin fluor: 12; Rac1 mut GTP: 99; Pf gametocyte: -2; Rac1 wt GTP bind: 104; ABCB1 inh: 0.3; Mcl1-Noxa inh: 13; Cdc42 wt: 101; Rab2 wt GTP: 101; Rab7 wt GTP bind: 100

How did Cc1ccc2c(c1)CCCN2C(=O)c1ccoc1C do in these assays?
HRas wt GTP: 102; ABCG2 block: 2; Avidin fluor: 40; Rac1 mut GTP: 99; Pf gametocyte: 7; Rac1 wt GTP bind: 105; ABCB1 inh: 0.6; Mcl1-Noxa inh: 3; Cdc42 wt: 103; Rab2 wt GTP: 101; Rab7 wt GTP bind: 101

Results for CN(C)S(=O)(=O)c1cc(S(=O)(=O)N(C)C)c(Cl)cc1N ?
HRas wt GTP: 97; ABCG2 block: 2; Avidin fluor: 7; Rac1 mut GTP: 96; Pf gametocyte: -15; Rac1 wt GTP bind: 99; ABCB1 inh: 0.5; Mcl1-Noxa inh: 28; Cdc42 wt: 98; Rab2 wt GTP: 96; Rab7 wt GTP bind: 93

Results for Cc1ccc(C)c(N2CCN(CC(=O)Nc3ccc4[nH]c(=O)[nH]c4c3)CC2)c1 ?
HRas wt GTP: 101; ABCG2 block: 1; Avidin fluor: 28; Rac1 mut GTP: 98; Rac1 wt GTP bind: 102; ABCB1 inh: 0.0; Mcl1-Noxa inh: 12; Cdc42 wt: 102; Rab2 wt GTP: 101; Rab7 wt GTP bind: 105

2 compounds picked at random from those above:
What do the screens show for `CC1(C)C2CCC1(CS(=O)(=O)Nc1ccc(S(=O)(=O)N3CCCC3)cc1)C(=O)C2` (stereo not given)?
HRas wt GTP: 102; ABCG2 block: 21; Avidin fluor: 12; Rac1 mut GTP: 99; Pf gametocyte: -2; Rac1 wt GTP bind: 104; ABCB1 inh: 0.3; Mcl1-Noxa inh: 13; Cdc42 wt: 101; Rab2 wt GTP: 101; Rab7 wt GTP bind: 100

What do the screens show for `COc1cc(/C=N/Nc2ccc(Cl)c(C(=O)O)c2)ccc1OC(=O)c1cccs1`?
HRas wt GTP: 97; ABCG2 block: -3; Avidin fluor: 8; Rac1 mut GTP: 91; Rac1 wt GTP bind: 98; ABCB1 inh: -1.0; Mcl1-Noxa inh: 26; Cdc42 wt: 100; Rab2 wt GTP: 98; Rab7 wt GTP bind: 105
